# Assay outcomes deposited in PubChem BioAssay by Broad Institute.
# RAD52 inh: RAD52 DNA annealing inhibitors, primary screen, biochemical, FRET, single point, set 2; inhibition, % at 18.7 µM; recombinant RAD52 DNA annealing, FRET fluorescence; 360,000 tested, 0.46% active; DNA repair protein RAD52 homolog (Homo sapiens), P43351;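 active = every replicate showing at least 50% inhibition; inconclusive = mean inhibition at least 50% but not in every replicate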
# Target sequence (P43351 whole entry, looked up): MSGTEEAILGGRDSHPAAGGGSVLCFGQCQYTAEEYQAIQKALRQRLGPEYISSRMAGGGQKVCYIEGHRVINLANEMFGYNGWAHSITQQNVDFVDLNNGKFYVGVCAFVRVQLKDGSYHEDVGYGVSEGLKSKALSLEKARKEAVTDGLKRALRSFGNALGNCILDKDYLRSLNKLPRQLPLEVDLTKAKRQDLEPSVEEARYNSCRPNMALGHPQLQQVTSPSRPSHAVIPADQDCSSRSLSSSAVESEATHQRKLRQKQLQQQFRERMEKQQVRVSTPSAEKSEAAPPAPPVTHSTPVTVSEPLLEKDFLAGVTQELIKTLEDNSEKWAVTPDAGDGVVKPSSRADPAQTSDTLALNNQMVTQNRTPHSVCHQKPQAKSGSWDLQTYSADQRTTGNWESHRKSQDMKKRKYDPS
# XiGFP reactiv: activators of inactive X chromosome reactivation, primary screen, imaging, XiGFP fibroblasts, GFP high-content imaging, set 2; XiGFP mouse fibroblasts, % GFP-positive cells imaging, 3 d; cells co-treated with 5-aza-dC sensitizer; scaled so ellipticine positive control = 100%; activation, % at 7.58 µM; 360,000 tested, 0.055% active; AID 743238, 2013;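 active = mean normalized replicate activation at least 10% and every replicate at or above 10%; inconclusive = only one of the two criteria met; inactive = mean below 10% and not all replicates reach 10%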;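 note: 0% = median of on-plate neutral control wells and 100% = ellipticine 6 µM median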
#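 System: 68-5-11 XiGFP fibroblast line; Timing: 3 days compound exposure; Compound dosing: one concentration, pinned; Benchmarks: positive control ellipticine, 6 µM final; Buffer or medium: DMEM containing 5-aza-dC.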
# S100A4 inh HTS: inhibitors of S100A4-myosin IIA peptide binding, primary screen, biochemical, fluorescence polarization, TAMRA-MyoIIA peptide; Protein S100-A4 (Homo sapiens), P26447; inhibition, % at 10.7 µM; 360,000 tested, 0.14% active; AID 652163, 2013;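 active = mean inhibition of at least 70% across replicates, with every replicate also reaching that level; inconclusive = mean inhibition reaches 70% but some replicates fall short; inactive = mean inhibition below 70%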
# Target sequence (P26447 whole entry, looked up): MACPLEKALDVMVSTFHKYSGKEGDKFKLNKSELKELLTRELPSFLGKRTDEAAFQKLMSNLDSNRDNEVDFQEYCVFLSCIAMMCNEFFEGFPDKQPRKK
#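 Material: human S100A4 monomer with TAMRA-labelled myosin IIA peptide; buffer or medium: HEPES pH 7.2 with CaCl2, KCl, NaCl, DTT, Triton; compound dosing: one concentration per compound; schedule: 5 min incubation before reading; benchmarks: neutral control DMSO, positive control TFP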
# ERp5 block: inhibitors of ERp5-driven insulin aggregation, primary screen, biochemical, turbidity, absorbance 650 nm, single point. Protein disulfide-isomerase A6 (Homo sapiens), Q15084. 90 min. inhibition, % at 9.99 µM. 350,000 tested, 0.05% active. AID 651711, 2012;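 active = mean replicate inhibition above about 25%, with every replicate also reaching it, limit read from the data, passing the limit was not always enough; inconclusive = only one of those two criteria met; inactive = neither criterion met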
# Target sequence (Q15084 whole entry, looked up): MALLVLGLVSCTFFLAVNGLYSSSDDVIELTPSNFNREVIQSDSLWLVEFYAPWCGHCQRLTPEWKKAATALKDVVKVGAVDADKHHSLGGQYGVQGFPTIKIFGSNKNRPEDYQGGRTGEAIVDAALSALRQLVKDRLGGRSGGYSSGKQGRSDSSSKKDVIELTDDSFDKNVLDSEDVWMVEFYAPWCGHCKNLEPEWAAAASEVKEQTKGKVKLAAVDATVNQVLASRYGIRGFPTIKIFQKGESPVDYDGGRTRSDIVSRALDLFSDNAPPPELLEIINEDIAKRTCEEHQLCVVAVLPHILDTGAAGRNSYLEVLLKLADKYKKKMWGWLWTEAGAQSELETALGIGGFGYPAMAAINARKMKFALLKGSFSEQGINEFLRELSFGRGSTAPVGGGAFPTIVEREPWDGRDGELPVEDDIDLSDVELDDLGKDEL
# E-sel inducer: E-selectin induction in HUVECs, primary screen, imaging, HUVEC, immunofluorescence imaging, single point. 260,000 tested, 0.37% active. P16581. activation, % at 7.58 µM. AID 686992, 2013. normalized: neutral wells 0, TNF-alpha wells 100;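 active = mean E-selectin-positive cell signal at least 10% of the positive control, reached in at least 60% of replicates, without over 20% cell loss; inconclusive = no rule given, readout overlaps actives, possibly toxicity-flagged; inactive = the rest, including those meeting only one limit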;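 note: in these data hits start at about 27%; measured in HUVEC primary endothelial cells; signal is the percent of cells scored E-selectin positive by PE staining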
#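 Assay system: HUVEC, human umbilical vein endothelial cells / Amount: 3,000 HUVEC/well / Controls: TNF-alpha positive control, DMSO neutral control / Compound dosing: single concentration / Medium: EGM-2 over gelatin coat / Evaluation: percent E-selectin-positive cells / Signal: immunofluorescence imaging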
# ERAP1 inh: human ERAP1 aminopeptidase inhibitors, primary screen, biochemical, single point, plate reader; Endoplasmic reticulum aminopeptidase 1 (Homo sapiens), Q9NZ08; recombinant ERAP1, Leu-AMC fluorescence, 60 min; inhibition, % at 10.7 µM; 340,000 tested, 0.15% active;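 active = mean replicate inhibition of at least 30%, or all replicates individually reaching that 30% level; inactive = mean below 30% and not every replicate reaching it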;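 note: 0% = neutral control wells and 100% = L-leucinethiol positive control wells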
# RAD54 branch: inhibitors of human RAD54 branch migration, primary screen, biochemical, fluorescence, single point; inhibition, % at 10.4 µM; 360,000 tested, 0.14% active; DNA repair and recombination protein RAD54-like (Homo sapiens), Q92698; RAD54 Holliday junction branch migration, FAM/BHQ fluorescence; AID 602329, 2012;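 active = mean normalized replicate activity at least 40 and at least half of replicates scoring 40 or more; inconclusive = only one of the two criteria met; inactive = mean below 40 and under half of replicates reaching 40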;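 note: 0% = median of neutral control wells and 100% = median of positive control wells; inhibitors cause a drop in the FAM fluorescence signal; in these data hits start at about 50%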
# esBAF inh: Bmi1 luciferase reporter increase in mESCs, primary screen, esBAF inhibitor project, mouse ES cells, Bmi1 luciferase knock-in, single point | 24 h; 100% = twice the neutral-well signal | reporter increase, % at 12.5 µM | 350,000 tested, 2% active; in the data active = activation above about 40%; inconclusive = no clear call, values can overlap the other calls;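 note: 0% = median of the plate's neutral control wells and 100% = double that signal; a rise in the Bmi1 reporter signal indicates esBAF inhibition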
# An asterisk follows results filed as active; ? = inconclusive; . = no result given; & = joins results of further samples.
SMILES,RAD52 inh,XiGFP reactiv,S100A4 inh HTS,ERp5 block,E-sel inducer,ERAP1 inh,RAD54 branch,esBAF inh
O=C(NC[C@H]1N[C@H](CO)[C@@H]1c1ccc(C2=CCCCC2)cc1)c1ccc(F)cc1,15,0.4,-28,-2,0.1,3,-7,1
CO[C@@H]1CN(C)C(=O)c2cc(NC(=O)C3CC3)ccc2OC[C@H](C)N(C(=O)CN2CCOCC2)C[C@@H]1C,-2&-3,0.1&-0.2&-0.1,-3&-2,1&4,0.1&0.0,-3,4,-5
O=C(NCc1ccc2c3c(cccc13)C(=O)N2)c1cccs1,-21,0.0,7,-6,-0.2,-3,-1,-9
CCOc1ccccc1NC(=O)C1CCN(S(=O)(=O)c2cccc3cccnc23)CC1,-14,0.0,-1,17,.,1,3,4
CCCNC(=O)[C@H]1[C@H](CO)[C@H]2Cn3c(ccc(-c4ccccc4OC)c3=O)[C@H]2N1C(=O)CC,-14,0.3,0,-3,-1.6,1,-2,7
CC(=O)c1c(C)[nH]c(C(=O)OCC(=O)NC(C)c2ccccc2)c1C (configuration not stated),1,0.1,-6,-4,-0.2,1,-1,2
CCC(=O)N(C)C[C@H]1[C@@H](c2ccc(-c3cccnc3)cc2)[C@@H](CO)N1C(C)=O,-1,0.0,8,-2,0.0,0,.,.
COc1ccc(S(=O)(=O)NC(N)=NCCc2ccccc2)cc1,-10,0.1,-2,5,.,16,.,.
Cc1cnc(NC(=O)Cc2c[nH]c3ccccc23)s1,-15,.,0,1,.,1,3,8
CNC(=S)N1CCc2cc(OC)c(OC)cc2C1,-9,0.0,-1,-1,6.0,1,.,-4
CCn1c(=O)c2cc(C(=O)N(C)c3ccc(OC)cc3OC)sc2c2ccccc21,1,1.2,-1,-3,0.5,-1,0,-1
N#C[C@@H]1[C@@H](c2ccccc2C2=CCCCC2)[C@@H](CO)N1S(=O)(=O)c1ccccc1,-8,0.0,1,1,0.1,0,.,.
N/C(=N/OCc1cccc([N+](=O)[O-])c1)c1nonc1N,-9,0.3,-2,6,-0.7,0,-3,.
CC1(C)C(=O)Nc2ccccc2N1C(=O)COC(=O)Cc1c(F)cccc1Cl,-16,0.0,1,1,0.3,1,1,-5
CCC(=O)Nc1ccc2c(c1)C(=O)N(C)[C@H]1CC[C@@H](CC(=O)N[C@H](C)c3ccccc3)O[C@@H]1CO2,-6,0.4,?,4,0.0,4,-8,-10
COc1ccc(OC)c(S(=O)(=O)NCc2ccccn2)c1,-1,0.0,1,1,.,1,-1,-6
O=C(O)c1cc([N+](=O)[O-])ccc1NCCc1ccccc1,-2,0.4,-7,-4,8.4,6,.,.
CC(OC(=O)/C=C/c1cccc(F)c1)C(=O)NC1CCCCC1C (configuration not stated),2,-0.1,0,2,-0.4,0,5,-5
COc1ccc(C#Cc2ccc3c(c2)[C@H]2[C@H](CCN2C(=O)c2ccccc2F)[C@H](CO)N3)cc1,-16,-0.1,7,1,0.4,0,10,-10
COc1ccc(CN(C)C[C@H]2OCCCC[C@@H](C)Oc3ccc(NC(=O)C4CCCCC4)cc3C(=O)N([C@H](C)CO)C[C@H]2C)cc1,2,0.2,5,-1,0.3,4,0,3
O=C(COC(=O)c1cc(=O)c2ccccc2o1)NCc1ccccc1,-11,0.1,-9,-8,0.3,-2,2,-3
Cc1onc(-c2ccccc2)c1C(=O)NC1CCC(C)CC1 (configuration not stated),-5,0.0,-5,1,0.4,1,3,-1
Cc1csc2c(N3CCN(C(=O)Nc4ccccc4)CC3)ncnc12,-6,0.2,-38,-1,0.6,0,-2,11
CCC(C(=O)NC(CC(=O)O)c1ccc(Cl)cc1)c1ccccc1 (configuration not stated),-5,0.0,-1,2,.,-1,-14,-2
O=C(CN1CCN(c2ccc(F)cc2)CC1)NCc1cccs1,-7,0.1,-2,-13,1.3,3,-1,-3
COc1cc(C2Nc3cccc4cccc(c34)N2)cc(OC)c1O,-6,.,3,-4,.,10,.,.
Cc1cn([C@H]2C[C@H](O)[C@@H](CCC(=O)NCCN3CCCCC3)O2)c(=O)[nH]c1=O,-5,-0.1,-9,4,-0.1,0,-9,5
CN1CCN(C(=O)C[C@H]2CC[C@@H](NC(=O)Nc3ccccc3F)[C@@H](CO)O2)CC1,-6,0.2,-4,-4,-0.5,1,-10,-5
O=C(CCl)Nc1c(C(=O)Nc2ccc3c(c2)OCCO3)oc2ccccc12,-14,0.0,-1,-1,-0.2,-1,0,39
COc1cc(C(=O)NC(CCSC)C(=O)OCc2cc([N+](=O)[O-])cc3c2OCOC3)cc(OC)c1OC (configuration not stated),-23,0.0,-3,-5,0.1,5,.,.
CCc1cc(=O)oc2cc(OCC(=O)N3CCC(C(=O)O)CC3)ccc12,6,.,-3,4,.,.,6,-8
COc1cc(OC)cc(C(=O)N2CCC(C(=O)c3ccc(F)cc3)CC2)c1,-3,0.1,-11,5,0.1,4,-13,-3
O=Cc1nc(-c2ccccc2Cl)n2ccccc12,-69,.,-2,2,.,0,-6,4
O=C(Nc1ccccc1F)N[C@@H]1CC[C@H](CCNS(=O)(=O)c2ccc(Cl)cc2)O[C@H]1CO,13,-0.6,6,-1,0.4,1,-5,4
O=C(Cc1cccs1)NCc1cccc(CNC(=O)Cc2cccs2)c1,-23,0.1,-3,-3,.,0,13,-6
COc1ccc(C#Cc2ccc3c(c2)[C@@H]2[C@@H](CCN2C(=O)c2ccccn2)[C@@H](CO)N3)cc1,-11,0.2,9,-2,0.7,-1,-2,-5

# Quoted at random: 2 compounds from above
SMILES,RAD52 inh,XiGFP reactiv,S100A4 inh HTS,ERp5 block,E-sel inducer,ERAP1 inh,RAD54 branch,esBAF inh
O=C(COC(=O)c1cc(=O)c2ccccc2o1)NCc1ccccc1,-11,0.1,-9,-8,0.3,-2,2,-3
CO[C@@H]1CN(C)C(=O)c2cc(NC(=O)C3CC3)ccc2OC[C@H](C)N(C(=O)CN2CCOCC2)C[C@@H]1C,-2&-3,0.1&-0.2&-0.1,-3&-2,1&4,0.1&0.0,-3,4,-5

# The list continues.
SMILES,RAD52 inh,XiGFP reactiv,S100A4 inh HTS,ERp5 block,E-sel inducer,ERAP1 inh,RAD54 branch,esBAF inh
CCn1cc(C(=O)NC2CCCCCC2)c(=O)c2cc(S(=O)(=O)N3CCCCC3)ccc21,1,0.3,-1,-2,1.5,-3,-5,0
C#CCNC(=O)c1ccc2sc([C@@H]3O[C@H](CO)[C@H](O)[C@H](O)[C@H]3O)nc2c1,-13,0.0,-3,1,0.2,-4,-2,3
C/C=C/c1ccc([C@H]2[C@H]3CN(S(=O)(=O)c4ccccc4)CCCCN3[C@H]2CO)cc1,-16,0.1,0,-3,0.0,-2,-3,.
COc1ccc2cc(Br)ccc2c1CC(=O)NC(C)C,-14,0.0,-3,4,.,2,.,.
COc1ccc(N2CCN(C(CNC(=O)OCc3ccccc3)c3ccco3)CC2)cc1 (configuration not stated),-15,0.1,0,2,.,3,5,.
CCn1c(SCC(=O)Nc2ccc3c(c2)OCCO3)nnc1-c1ccco1,0,.,11,-1,.,-6,-2,2
COc1ccc(N(CN2C(=O)C3CCCCC3C2=O)C(=O)c2ccco2)cc1 (configuration not stated),-10,0.3,1,6,.,1,2,.
Cc1ccc(C2(C)NC(=O)N(CC(=O)NNC(=O)c3ccccc3F)C2=O)cc1 (configuration not stated),-3,0.0,13,-3,.,3,-20,26
Cc1ccccc1CSc1nc2[nH]ncc2c(=O)[nH]1,-15,0.1,-16,-5,0.2,0,.,.
Cc1c(CN2CCc3c([nH]c4ccccc34)C2CC(C)C)cnn1C (configuration not stated),-18,-0.3,-1,?,0.2,2,.,.
C=CCNC(=O)COC(=O)COc1ccc(Cl)cc1C,-4,.,-5,19,.,-8,-7,-10
CCOc1ccc(S(=O)(=O)Nc2ccccc2C(=O)N2CCOCC2)cc1,-9,0.4,7,2,16,-6,-8,4
COc1cc(CNn2c(C)n[nH]c2=S)cc(Br)c1OCC(=O)NC(C)(C)C,1,-0.1,-3,3,.,1,-4,-1
O=C(CNC(=O)c1ccc(Cl)cc1)NNc1c(F)c(F)cc(F)c1F,-12,0.0,20,3,0.5,1,2,-7
CCN(CC)C(=O)Cc1cn(C)c2ccccc12,-5,0.0,4,1,0.6,1,10,6
CO[C@@H]1CN(C)C(=O)c2cc(NC(=O)NC(C)C)ccc2OC[C@H](C)N(CC2CC2)C[C@H]1C,9,0.2,10,-2,0.1,5,4,-3
C=C(C)COC(=O)c1ccccc1C(=O)OCC1(C)CO1 (configuration not stated),-9,0.0,-3,1,0.7,2,2,.
Nc1ncnc(NNC(=O)CNC(=O)c2c(F)cccc2Cl)c1[N+](=O)[O-],-2,0.0,-2,0,-1.7,5,.,.
OCCC1CN(Cc2ccn[nH]2)CCN1Cc1ccc(F)c(F)c1 (configuration not stated),-20,0.0,-2,-3,2.0,-1,.,.
COc1cc(Cl)cc(/C=N/NC(N)=O)c1O,-20,0.0,11,-9,.,-5,.,.
COc1ccc(S(=O)(=O)Nc2ccc3c(c2)C(=O)N([C@@H](C)CO)C[C@@H](C)[C@H](CN(C)S(C)(=O)=O)O3)cc1,11,0.1,-57,-4,8.9,0,1,4
CC(C)NC(=O)N(C)C[C@@H]1Oc2ccc(NS(=O)(=O)c3cn(C)cn3)cc2C(=O)N([C@H](C)CO)C[C@@H]1C,-14,0.3,10,6,0.1,-1,0,-9
CCOc1cc(C(N)=O)cc(Br)c1OCC,-7,.,5,-4,.,2,.,.
C[C@@H]1CN([C@@H](C)CO)C(=O)c2cc(NC(=O)Nc3ccc(F)cc3)ccc2O[C@@H](C)CCCCO[C@@H]1CN(C)C(=O)C1CCCCC1,1,-0.1,-7,2,-0.1,2,4,0
Cc1ccc(C)c(-c2csc(-c3cccnc3)n2)c1,-12,0.3,11,3,.,-3,-9,6
O=C(Cc1cccc(C(F)(F)F)c1)Nc1cccc(S(=O)(=O)N2CCCC2)c1,-5,-0.1,-4,-9,0.2,1,-5,9
Cc1cccc(NS(=O)(=O)c2ccc(C)c(C(=O)NCC(c3ccco3)N3CCCCC3)c2)c1 (configuration not stated),-57,0.0,10,3,0.4,3,-1,18
COc1ccc2c3c(n(C)c2c1)[C@@H](CO)N(C(=O)C1CC1)CC31CCN(C(=O)Nc2cccc(F)c2)CC1,20,0.3,1,-2,0.1,0,.,.
CCn1cc(C(=O)NCCCOC(C)C)c(=O)c2cc(S(=O)(=O)N3CCOCC3)ccc21,-17,0.0,-4,0,.,0,-1,-7
Cc1cc(C)cc(S(=O)(=O)c2cnc3ccccc3n2)c1,-29,0.9,-14,-7,.,2,.,.

# Hits appear at their usual frequency, and some 2.5% of all compounds hit somewhere here.
